Screens as filed in PubChem BioAssay.
PriA SSB inh = blocks PriA binding to SSB C-terminal tail. AlphaScreen SSBct-PriA binding, biotinylated peptide. inhibition, % at 33 µM. hit rate 0.6% among 430,000. AID 1272365; in the data active = inhibition mostly above about 37%, no sharp cut-off; inactive = mostly below about 20%;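 also: plate controls were negative control peptide for no effect and reference peptide for full effect; strong numbers were not always called active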
* = called active by the depositor; i = inactive; & = joins results of further samples.

SMILES	PriA SSB inh
CC1(Cl)C(=O)C(Cl)=C(Cl)C(=NS(=O)(=O)c2cccc([N+](=O)[O-])c2)C1Cl (stereo not drawn)	7
COc1cc(C=NNC(=O)c2ccc(N)cc2)ccc1OC(=O)c1cccc(C)c1	5
Cc1cc(C)n(CC(=O)Nc2ccc(C)c(C)c2)n1	-19&-11
Cc1nc(C)n2c(=O)n(CC(=O)Nc3cc(C(F)(F)F)ccc3Cl)nc2c1C	-9
CC(=NN1CCN(c2ccccc2)CC1)c1ccco1	12
Cn1nc(C2CCN(CC(=O)Nc3ccc4c(c3)OCCO4)CC2)n(-c2ccccc2)c1=O	-15
O=C(CCc1csc(NC(=O)c2ccc(=O)[nH]c2)n1)NCc1ccccn1	0
CC1=CCC(C(=O)O)(C(=O)NN=Cc2cccnc2)C(c2ccccc2)C1 (stereo not drawn)	-15
O=S(=O)(NCC1CCN(c2ccncc2)CC1)c1cccnc1	5
Cn1nccc1C(=O)Nc1ccc(Cl)cc1C(=O)c1ccccc1Cl	2

Shown comma-delimited: part of the list above
Molecule,PriA SSB inh
CC1=CCC(C(=O)O)(C(=O)NN=Cc2cccnc2)C(c2ccccc2)C1 (stereo not drawn),-15
O=C(CCc1csc(NC(=O)c2ccc(=O)[nH]c2)n1)NCc1ccccn1,0
Cc1nc(C)n2c(=O)n(CC(=O)Nc3cc(C(F)(F)F)ccc3Cl)nc2c1C,-9
Cn1nccc1C(=O)Nc1ccc(Cl)cc1C(=O)c1ccccc1Cl,2
Cn1nc(C2CCN(CC(=O)Nc3ccc4c(c3)OCCO4)CC2)n(-c2ccccc2)c1=O,-15
O=S(=O)(NCC1CCN(c2ccncc2)CC1)c1cccnc1,5

Next part:
SMILES	PriA SSB inh
O=C(Cc1cc(-c2ccc(Cl)cc2)on1)N1CCc2ccccc2C1	-4&-3
Cn1nc(C(=O)N2C3CCC2c2cncnc2C3)ccc1=O (stereo not drawn)	0
O=C(Nc1ccc(S(=O)(=O)Nc2nccs2)cc1)c1cccn(OCc2ccccc2F)c1=O	9
COc1ccc(OC)c(-c2cc(C(=O)N3CC[C@H](Oc4cc(C)oc(=O)c4)C3)n(C)n2)c1	-4
COC(=O)c1cc(OC)c(OC)cc1NC(=O)CSc1nnc(C)c2ccccc12	-7
Cc1ccc(-c2ccc(S(=O)(=O)Nc3ccc(F)cc3)cc2)cc1	-9&1
O=C(Cc1ccc(C(F)(F)F)cc1)NCCn1ccc(-c2ccsc2)n1	-4
COc1ccc(C=NNC(=O)c2ccccc2O)cc1CSc1ccccn1	0
O=C(CSCc1ccccc1)NCCc1ccsc1	-12
Cc1ccc(NC(=O)c2n[nH]nc2Nc2cccc(Cl)c2)cc1C	-2
COc1ccc(C(CNC(=O)c2c(F)cccc2F)N2CCN(C)CC2)cc1 (stereo not drawn)	-13
Cc1nc2sc(C)c(C)n2c(=O)c1NC(=O)c1ccccn1	-18
CCC(=O)Nc1ccc(SCc2cccc(F)c2)nn1	-11
O=C(COc1ccc(F)cc1)NCC(c1ccsc1)N1CCc2ccccc2C1 (stereo not drawn)	-12
COc1ccc(NC(=O)N(C)C)cc1	-25
O=C(Cc1csc(Nc2ccc(F)cc2)n1)NCc1ccccn1	-5
CCSc1ccccc1C(=O)NCc1ccc([C@@H](O)c2ccco2)s1	-5
C/C(C=NNC(=O)c1cccc(F)c1)=C\c1ccccc1	-8
CCc1cnc2c(c1OC)c(=O)[nH]c(=O)n2C	0
CC(C)=CCCC(C)(O)C1CC[C@]2(C)C1C(O)CC1[C@@]3(C)CCC(O)C(C)(C)C3C(O[C@@H]3OC(CO)C(O)C(O)C3O[C@@H]3OC(C)C(O)C(O)C3O)C[C@]12C (stereo partly drawn)	-1
O=C(Cc1csc(NC(=O)c2ccc[nH]c2=O)n1)NCCc1ccc(Cl)cc1	1
O=C(Nc1ccc(-n2nnn(CC(=O)N3CCOCC3)c2=O)cc1)c1c[nH]c2ccccc12	-12
O=C(NCC1(Sc2ccccc2)CCOCC1)c1cccc(C(F)(F)F)c1	-17
CNC(=O)CSc1nc(C(F)(F)F)cc(=O)[nH]1	-19
O=C(NC[C@]1(O)CCOc2ccccc21)C1(c2ccc(F)cc2)CC1	-7
CC(=NNC(=O)c1nnn(-c2nonc2N)c1CN(C)c1ccccc1)c1ccccn1	90*
COc1ccc(-n2c(O)c(C=NNS(=O)(=O)c3ccc(C)cc3)c3ccccc3c2=O)cc1OC	9
C=CCNC(=O)Cc1csc(NC(=O)OCC)n1	9
COc1ccc(/C=C/C(=O)Nc2sc3c(c2C(=O)NCC2CCCO2)CCCC3)cc1 (stereo not drawn)	-12
COc1ccccc1OCC(=O)NCCc1ccc2c(c1)CCCN2C	45*
Cc1cc(NC(=O)c2ccc(F)cc2)n(-c2nc3ccc(F)cc3s2)n1	-14
CS(=O)(=O)[C@H]1CCN(C(=O)c2ccccn2)C1	-15
O=C(COc1ccccc1)NCCn1ncc2c(N3CCN(c4ncccn4)CC3)ncnc21	-9&-6
COC(=O)C1CC(OC)CN1C(=O)COc1ccc(Cl)cc1Cl (stereo not drawn)	-13
COc1ccc(-c2nnc3ccc(OCCNC(=O)c4ccc(C)c(C)c4)nn23)cc1	-6
O=C(Nc1cccc(-c2ccc3nnc(-c4cccs4)n3n2)c1)c1ccccc1F	-1
CSCCC(NC(C)=O)C(=O)N1CCC(Oc2nccnc2C#N)C1 (stereo not drawn)	-12
CSc1ncccc1C(=O)N1CCSC(c2ccccc2Cl)CC1 (stereo not drawn)	19
CC[C@@H]1N=C(c2ccccc2)c2cc(Br)ccc2NC1=O	-7
CCN(CC)c1ccc(C=NS(=O)(=O)c2ccccc2)cc1	15
NC(=S)c1ccsc1NC(=O)c1ccc([N+](=O)[O-])cc1	-14
Nc1c(C(=O)Nc2ccc(Cl)cc2C(F)(F)F)nnn1Cc1ccc(Cl)cc1	4
O=C(COc1ccc2ccccc2c1)NCCN1CCN(c2ccccc2F)CC1	-7
CCC(CC)C(=O)NCc1c(-c2ccc(F)cc2)nc2n1CCS2	-3
CC(=NOC(=O)CC(C)C)c1cc(-c2ccc(Cl)cc2)no1	-8
CC(C)(C)c1nnc(Nc2ccc(F)c(Cl)c2)[nH]c1=O	-18
Nc1cc(-c2ccc(Br)cc2)no1	-1
O=C(CCCn1nc(-c2ccco2)ccc1=O)N1CCc2ccccc21	-17&21
COc1ccc(CCC(=O)NC[C@@H](c2ccc(C)cc2)N2CCOCC2)cc1	-1
CS(=O)(=O)N1CCCCC1C(=O)Nc1nc(-c2ccccn2)cs1 (stereo not drawn)	79*

Remaining list, next part
SMILES	PriA SSB inh
CC(=O)Nc1ccc2nc(NC(=O)c3cccc4ccccc34)sc2c1	4
COc1ccccc1NC(=O)c1ccc(-n2cccn2)nn1	-7
COc1ccc(C)cc1NC(=O)c1ccc(N2CCOCC2)nn1	-14
COC(=O)c1ccc(NC(=O)C(=O)NCCCn2ccnc2-c2ccccc2)cc1	-6
O=C(CSc1nc(-c2ccccc2)ns1)c1ccc(Cl)cc1	6
N#Cc1c(NC(=O)c2cccc(Oc3ccccc3)c2)sc2c1CCCC2	-6
Cc1nn(C(C)(C)C)c(OC(=O)c2ccc(Br)o2)c1Sc1ccc(Cl)cc1	-10
Cn1cc(-c2cccs2)nc1CCNC(=O)c1ccc(Br)o1	35
CCOC(=O)c1c(N=CC2=C(O)CC(C)(C)CC2=O)sc(C(C)=O)c1C	-4
Cc1ccc(-c2ccc(N3CCN(C(=O)c4ccc(N(C)C)cc4)CC3)nn2)cc1C	-11&-7
Cc1cc(NC(=O)c2ccc(N(C)C)cc2)n(-c2nc3ccccc3s2)n1	-20
O=C(NCCSc1ncc(-c2ccccc2)[nH]1)c1ccc(Br)o1	25
O=C1CC(C(=O)O)SC(=N/N=C/c2ccc(Br)cc2)N1 (stereo not drawn)	i
COc1ccc(Br)c(CN2N=NC3C(=O)N(c4ccc(Cl)cc4)C(=O)C32)c1 (stereo not drawn)	2
CN(C)S(=O)(=O)c1cccc(NC(=S)NN=CC2CC=CCC2)c1 (stereo not drawn)	-10
COc1cc(NC(=O)Nc2nc3c(C)ccc(Cl)c3s2)cc(OC)c1OC	-14
S=c1[nH]ccn1Cc1ccc2c(c1)OCO2	21
O=C(NCc1cccnc1-c1ccsc1)c1cncc(Br)c1	-12
Nc1nc(-c2ccc(OC(F)F)cc2OC(F)F)cs1	16
NS(=O)(=O)c1ccc(NC(=O)CN2C(=O)c3cccc4cccc(c34)C2=O)cc1	-14
Cn1cc(S(=O)(=O)N2CCCN(S(=O)(=O)c3ccc4c(c3)CCCC4)CC2)cn1	-2
Cc1cc(C)nc(N=C2NC(=O)CC(C(=O)O)N2c2ccc(Cl)cc2Cl)n1 (stereo not drawn)	-2
CCOc1ccc(N2CCN(CC(=O)N(C)C)C2=O)cc1	-4
COC1(CNC(=O)c2cc3ccccc3[nH]2)Cc2ccccc2C1	-7
Cc1cc(-c2ccc(NC(=O)c3ccc(Br)cc3)c(C)c2)ccc1NC(=O)c1ccc(Br)cc1	-11
COc1ccc(Cl)cc1NC(=O)c1nn(-c2ccc(F)cc2)c(=O)cc1OC	8
COc1ccc(CCC(=O)NCC2CN(c3ccccc3)C(=O)O2)cc1 (stereo not drawn)	-6
CN1C(=O)c2cc(NS(=O)(=O)c3ccc(Cl)s3)ccc2Oc2ccccc21	15
Cn1nc(CNS(=O)(=O)C2CC2)cc1-c1ccco1	-8
C[C@H](Oc1ccccc1)C(=O)Nc1cccc(-c2nc3ccccc3o2)c1	-20
O=S(=O)(NCC(c1ccsc1)N1CCOCC1)c1cccs1 (stereo not drawn)	-5
COCCNC(=O)CC(C)=NNC(=O)C(=O)NC1CCCCC1	-19
O=S(=O)(NCc1cc(-c2ccncc2)n(C2CCCC2)n1)c1cccs1	-6
O=C(Cn1ccc2ccccc21)N1CCC(S(=O)(=O)Cc2ccco2)CC1	-5
Cc1nc2cc(NC(=O)C3CCCN(c4ccc(-n5cncn5)nn4)C3)ccc2s1 (stereo not drawn)	10
O=C(CN1C(=O)c2ccccc2C1=O)NCCc1ccccc1	-14
COc1ccccc1OCC#CCNS(=O)(=O)c1ccc(C)c(C)c1	-18
CCOC(=O)c1c(C)c2c(n1C)CCCC2=NO	-4
O=C(NN=Cc1cn(-c2cccs2)nc1-c1ccccc1)c1ccc(O)cc1	7
Cc1cccn2c(=O)c(C=NO)c(Nc3ccccc3F)nc12	-9
Cc1nnc2ccc(OCCNC(=O)Nc3ccc(Cl)cc3)nn12	-18&0
C=CCn1c(SCC(=O)Nc2nc(-c3ccccc3)ns2)nc2scc(-c3ccc(F)cc3)c2c1=O	1
O=C(NCc1ccc(F)cc1)NC[C@@H](c1ccco1)N1CCOCC1	-12
O=C(CSc1ccc(NC(=O)c2ccco2)nn1)OCc1ccccc1	-11
Cc1ccc(C)c(OC(C)C(=O)Nc2ccc(-c3csc4nc(C)cc(=O)n34)cc2)c1 (stereo not drawn)	-5
Cn1c(C(F)(F)F)nn(CCNC(=O)c2cc(-c3ccco3)[nH]n2)c1=O	-16
CCOC(=O)CNC(=O)C(=O)c1c(C)n(C)c2ccccc12	-3
O=C(Cc1ccsc1)Nc1cnn(CC2COc3ccccc3O2)c1 (stereo not drawn)	-10
CCOc1ccc(S(=O)(=O)NCC(=O)O)cc1	0
COc1ccc([N+](=O)[O-])cc1NC(=O)c1ccc(S(=O)(=O)N(C)C)cc1	-1

Single values from the results shown:
CN1C(=O)c2cc(NS(=O)(=O)c3ccc(Cl)s3)ccc2Oc2ccccc21 @ PriA SSB inh: 15
Cc1ccc(-c2ccc(N3CCN(C(=O)c4ccc(N(C)C)cc4)CC3)nn2)cc1C @ PriA SSB inh: -11&-7
COCCNC(=O)CC(C)=NNC(=O)C(=O)NC1CCCCC1 @ PriA SSB inh: -19
O=C(Cc1csc(NC(=O)c2ccc[nH]c2=O)n1)NCCc1ccc(Cl)cc1 @ PriA SSB inh: 1
Cn1cc(S(=O)(=O)N2CCCN(S(=O)(=O)c3ccc4c(c3)CCCC4)CC2)cn1 @ PriA SSB inh: -2

New compounds follow.
SMILES	PriA SSB inh
Cc1ccc(S(=O)(=O)C(CC(=O)c2ccc(Br)cc2)c2ccco2)cc1 (stereo not drawn)	-2
COC(=O)c1ccc(S(=O)(=O)NCCn2ccnc2-c2ncccn2)cc1	96*
O=C(c1ccc(Br)o1)N(CC(F)(F)F)C1CCOCC1	-8
Cn1nc(CNC(=O)C2CC=CCC2)cc1-c1ccccn1 (stereo not drawn)	11
CC(=O)Nc1ccc(NC(=O)Cn2nc(-c3cccs3)ccc2=O)cc1	-19&3
COc1ccc(CC(=O)Nc2ccc(C)cc2C(=O)c2ccccc2)cc1C	6
CCN(CC)C(N)=Nc1nc(C)cc(C)n1	-4
O=C(C1CC1)N1CCc2nc3ccc(F)cn3c(=O)c2C1	-8
O=C(NC[C@@](O)(c1ccco1)C1CC1)C1CCC1	-2
CN(C)S(=O)(=O)c1ccc(C(=O)NCCn2ccc(C(F)(F)F)n2)cc1	0
Oc1ccc(C=NNC(=S)NCc2ccco2)cc1	-2
NC(=NN=Cc1ccccc1)C(N)=NN=Cc1ccccc1	-22
CCC(=O)NN=Cc1ccc(-c2ccc([N+](=O)[O-])cc2)o1	-13
COc1cc(C(C)=NNC(=O)C(O)(c2ccccc2)c2ccccc2)ccc1O	-10
Cc1cc(OC2CCN(C(=O)c3ccc(-c4ccsc4)cc3)CC2)cc(=O)o1	-13
O=C(NCCc1ccc(F)cc1)C(=O)Nc1ccc(F)cc1F	-21&4
CCOC(=O)N1CCN(C(c2cccc(F)c2)c2c(O)cc(C)n(Cc3ccco3)c2=O)CC1 (stereo not drawn)	-12
NC(=O)c1cc(Br)c(O)c(Br)c1	-3
Cc1nc(O)c(C=O)c(=O)[nH]1	-7
O=c1[nH]c2ccc(S(=O)(=O)Nc3ccc(-c4ccccc4)cc3)cc2[nH]1	5
O=C(NCc1nc2ccccc2[nH]1)c1ccc(Cl)cc1Cl	10
COC(=O)c1ccccc1NC(=O)CSc1ncnc2c1oc1ccccc12	14
Cc1ccc(OCCOC[C@@H](O)CN2CCN(C(c3ccccc3)c3ccccc3)CC2)cc1C	21
COCCn1nnn(-c2ccc(NC(=O)NCc3ccc(F)cc3)cc2)c1=O	-18

3 of these compounds in a different format:
Cn1c(C(F)(F)F)nn(CCNC(=O)c2cc(-c3ccco3)[nH]n2)c1=O
- PriA SSB inh: -16

CCOC(=O)CNC(=O)C(=O)c1c(C)n(C)c2ccccc12
- PriA SSB inh: -3

O=C(Cc1ccsc1)Nc1cnn(CC2COc3ccccc3O2)c1 (stereo not drawn)
- PriA SSB inh: -10

These rows are one share of the data, so the mix of outcomes need not match the whole.
